Screening results (PubChem)
HTR1E antagonist: antagonists of human 5-HT1E serotonin receptor | CHO 5-HT1E Ga15 NFAT-bla reporter, FRET, antagonist | 65,000 compounds, 0.99% hits | inhibition, % at 6 µM;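 active means inhibition above a set limit, the mean inhibition across every tested compound plus 3 SD, cut at about 29% in these data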;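 further: signal is the 460 over 535 nm emission ratio of beta-lactamase substrate; 0% = agonist plus DMSO wells and 100% = wells without agonist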
M1 antagonist: M1 muscarinic receptor (rat) antagonism | P08482 | CHO-M1 cells, Fluo-4 calcium, ACh EC80 antagonist mode; stronger effect = lower value | B-score at 10 µM | 64,000 compounds, 3.4% hits;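 active means calcium fluorescence response, raw or row-and-column corrected B-score, differing from the plate sample mean either way at a set confidence level, mostly lower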
Jurkat viability: reduces viability or proliferation of Jurkat cells. Jurkat E6.1 viability, ATP luminescence, 48 h. inhibition, % at 4 µM. 56,000 compounds, 1.2% hits;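 active means inhibition above the mean inhibition of all tested compounds plus 3 SD, cut at about 28% in these data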
HEK293 NFkB inh: lowers PMA/ionomycin-induced NF-kB signal in HEK293 cells | inhibition, % at 3 µM | 62,000 compounds, 0.21% hits | HEK-293 NF-kB luciferase reporter, luminescence;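 active means inhibition above the mean of all tested compounds plus 3 SD, cut at about 40% in these data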;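 further: 0% = stimulated DMSO wells and 100% = 10 µM reference inhibitor 5653914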
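System – HEK-293 cells with stable firefly luciferase reporter driven by four HIV NF-kB elements · Doses – one dose, 3 µM · Schedule – 1 h compound pre-incubation, 16 h PMA/ionomycin at 37 °C · Technique – luminescence from luciferase substrate reagent · Measure – percent inhibition normalized per plate to DMSO and reference-inhibitor controls · Replicates – tested once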
S1P3 agonist: agonists of human S1P3 receptor; 60,000 compounds, 0.1% hits; S1P3 NFAT-BLA reporter cells, agonism, FRET ratio; relative to 1 µM S1P, basal subtracted; activation, % at 4.5 µM; Q99500;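 active means activation above the screen-wide mean plus 3 SD, cut at about 4.5% in these data, passing the limit was not always enough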; further: some compounds called inactive have numbers as strong as hits
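Benchmarks: high control 1 µM S1P / System: stable CHO line with human S1P3, Gα16, NFAT-BLA reporter / Dosing: single compound concentration, 4.5 µM final / Timing: 4 h compound at 37 °C, 2 h substrate at RT / Measured by: FRET β-lactamase substrate fluorescence, excitation 405 nm, 460/535 nm emission ratio, background-subtracted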
Her2 expr inh: Her2 kinase expression inhibition; HER2 level % of control, % at 10 µM; AID 645; SKBR-3 HER2 protein level, AlphaScreen, 18-24 h; stronger effect = lower value; 65,000 compounds, 0.69% hits; P04626;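 active means HER2 level under 5% of the carrier-only control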;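 further: 100% = DMSO carrier and 0% = 500 nM PU-H71 HSP90 inhibitor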
Target sequence (P04626 whole entry, looked up): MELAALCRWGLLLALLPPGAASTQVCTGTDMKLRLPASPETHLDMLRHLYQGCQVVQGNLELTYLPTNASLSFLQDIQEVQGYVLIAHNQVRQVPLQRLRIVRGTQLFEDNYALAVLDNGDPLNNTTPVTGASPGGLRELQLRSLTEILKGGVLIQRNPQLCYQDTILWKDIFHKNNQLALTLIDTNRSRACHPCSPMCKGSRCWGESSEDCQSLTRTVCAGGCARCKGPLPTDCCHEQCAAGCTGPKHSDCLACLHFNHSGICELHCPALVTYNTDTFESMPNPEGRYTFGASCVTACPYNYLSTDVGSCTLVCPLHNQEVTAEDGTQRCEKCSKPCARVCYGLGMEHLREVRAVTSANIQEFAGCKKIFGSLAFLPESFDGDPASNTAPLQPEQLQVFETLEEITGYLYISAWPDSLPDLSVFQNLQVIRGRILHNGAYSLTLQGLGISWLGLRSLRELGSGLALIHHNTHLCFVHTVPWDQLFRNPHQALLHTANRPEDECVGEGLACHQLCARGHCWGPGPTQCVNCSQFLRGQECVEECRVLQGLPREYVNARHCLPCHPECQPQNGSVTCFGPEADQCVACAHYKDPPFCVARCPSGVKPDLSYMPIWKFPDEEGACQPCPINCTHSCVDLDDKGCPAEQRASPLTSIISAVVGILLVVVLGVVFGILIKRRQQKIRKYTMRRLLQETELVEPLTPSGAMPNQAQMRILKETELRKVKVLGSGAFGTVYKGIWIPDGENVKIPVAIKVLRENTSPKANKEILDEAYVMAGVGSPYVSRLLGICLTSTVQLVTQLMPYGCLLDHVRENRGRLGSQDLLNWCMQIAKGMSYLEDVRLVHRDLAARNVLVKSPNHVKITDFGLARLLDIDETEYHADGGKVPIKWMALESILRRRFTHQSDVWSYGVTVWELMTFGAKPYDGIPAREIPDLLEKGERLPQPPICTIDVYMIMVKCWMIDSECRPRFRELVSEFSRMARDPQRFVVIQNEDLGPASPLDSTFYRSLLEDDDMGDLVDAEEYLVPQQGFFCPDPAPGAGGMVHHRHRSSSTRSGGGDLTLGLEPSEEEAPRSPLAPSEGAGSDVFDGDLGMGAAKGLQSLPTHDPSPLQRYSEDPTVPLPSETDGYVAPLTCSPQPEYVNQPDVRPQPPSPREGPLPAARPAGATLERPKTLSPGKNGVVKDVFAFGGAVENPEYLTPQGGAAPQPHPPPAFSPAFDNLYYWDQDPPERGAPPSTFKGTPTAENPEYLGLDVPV
M1 agonist: agonists of M1 muscarinic receptor; CHO-M1 cells, Fluo-4 calcium fluorescence, agonist mode; stronger effect = higher value; AID 626; 64,000 compounds, 3% hits; B-score at 10 µM;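 active means fluorescence rise, raw or as B-score row- and column-corrected plate score, outside the 99.7% band of its plate's samples, either direction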
HTR1E agonist: 5-HT1E (human) receptor agonism | AID 574 | 65,000 compounds, 0.69% hits | CHO 5-HT1E Ga15 NFAT-bla reporter, FRET; 0% DMSO wells, 100% control agonist wells | activation, % at 6 µM;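 active means activation above a set limit, the screen-wide mean activation plus 3 SD, cut at about 8.5% in these data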;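 further: 100% = positive control agonist at 1 µM giving full maximal response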
S1P1 ag pot: S1P1 (human) agonism or agonism potentiation | P21453 | S1P1 CRE-bla cells, forskolin, beta-lactamase FRET, potentiator mode; S1P1 agonist co-added at EC20, 2 nM; 100% = saturating reference agonist, 0% = basal | AID 449 | 56,000 compounds, 0.57% hits | activation, % at 9.5 µM;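 active means activation above a cutoff set at the mean activation of all tested compounds plus 3 SD, cut at about 54% in these data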;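 further: forskolin at 4 µM as EC80 and the EC20 agonist is SEW2871; 100% = SEW2871 at its EC100 plus forskolin at EC80; some compounds past the cut are filed as inactive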
* = called active by the depositor; / = not tested or not shown.

#1 COc1cccc(CNC(=O)CCn2c(=O)oc3ccccc32)c1
#2 Cc1n[nH]c(=O)nc1NC1CCCCC1
#3 C=CCN1C(=O)C(O)(CC(=O)c2ccccc2)c2ccccc21 (centres undefined)
#4 O=c1[nH]cnc2c1oc1ccccc12
#5 CCOCCCNC(=O)C(NC(=O)c1ccc(=O)[nH]c1)c1ccccc1 (centres undefined)
#6 COc1ccc(C(O)c2nc3ccccc3s2)cc1 (centres undefined)
#7 COc1ccc(OC)c(C2NC(=O)NC(C)=C2C(=O)Nc2ccc(C)cc2)c1 (centres undefined)
#8 c1ccc(-c2csc(-n3cnnn3)n2)cc1
#9 Cc1cccc(S(=O)(=O)Nc2nc3ccccc3nc2NCc2ccco2)c1
#10 CC(=O)c1ccc(C(=O)Nc2nnc(-c3ccc(Cl)cc3)o2)cc1
screen / no.	1	2	3	4	5	6	7	8	9	10
HTR1E antagonist	-4	-4	-7	-14	-4	8	0	0	6	-12
S1P3 agonist	-2.0	-0.5	-0.6	0.6	/	-0.7	-1.3	-1.1	-0.9	-0.2
HTR1E agonist	-0.4	0.5	-0.2	-0.1	0.7	0.2	0.9	0.5	-0.4	-0.5
M1 agonist	-0.32	-0.2	-0.077	-0.25	-1	-0.34	-0.68	0.11	1.8	0.44
M1 antagonist	-3.5*	0.15	0.73	0.91	1.2	-0.41	0.39	-0.92	-0.35	-2.4
HEK293 NFkB inh	14	-3	9	-6	10	9	20	10	21	13
Jurkat viability	-3	-5	-10	-6	/	-4	1	-5	-4	1
Her2 expr inh	82	90	102	93	73	78	108	82	47	116
S1P1 ag pot	-16	-12	-7	3	/	-6	-14	5	14	-13

#11 Cc1ccc2[nH]c(=O)c(CN(CC3CCCO3)S(=O)(=O)c3c(C)ccc4nsnc34)cc2c1 (centres undefined)
#12 CN(c1ccc(C(=O)Nc2nccs2)cc1)S(=O)(=O)c1ccccc1
#13 Cc1cccc(N)c1SC1CCCCC1O (centres undefined)
#14 Cc1ccc2[nH]c3c(c2c1)CN(C(=O)CN1CCSCC1)CC3
#15 Cc1c(C(=O)O)oc2ccc(S(=O)(=O)N3CCCCC3C(=O)O)cc12 (centres undefined)
#16 c1cncc(-c2nn3c(Cn4cnc5ccccc54)nnc3s2)c1
#17 O=C(NC1CCCC1)C(c1ccncc1)N(Cc1cccs1)C(=O)c1csnn1 (centres undefined)
#18 Cc1cc(C)nc(N2CCCC(C(=O)NCCc3cccc(F)c3)C2)n1 (centres undefined)
#19 COc1cc2c(C(=O)NCCCN3CCN(c4cccc(Cl)c4)CC3)cn(C)c(=O)c2cc1OC
#20 CCOC(=O)Oc1ccc2oc(=O)cc(C)c2c1
screen / no.	11	12	13	14	15	16	17	18	19	20
HTR1E antagonist	-2	2	-4	-2	4	4	2	3	12	2
S1P3 agonist	-0.2	-1.1	-4.2	-1.4	-0.1	-0.2	0.2	-0.4	/	-1.1
HTR1E agonist	-0.9	-1.9	-0.5	-0.3	1.1	0.5	-0.7	-0.2	16*	1.5
M1 agonist	-0.16	-0.71	-0.057	1.4	-0.69	-0.19	-0.13	1.2	-0.49	/
M1 antagonist	-0.14	-0.86	-0.2	-3.1*	0.098	1.7	0.86	0.0014	1.1	/
HEK293 NFkB inh	7	1	/	1	13	12	5	24	32	18
Jurkat viability	-7	8	/	0	9	2	-1	1	/	-2
Her2 expr inh	92	46	90	88	98	123	112	114	145	81
S1P1 ag pot	-11	36	10	-8	-11	-2	5	-4	/	-15

#21 N#CC1(P(=O)(c2ccccc2)c2ccccc2)CC1
#22 CCC(=O)N=C1SC2CS(=O)(=O)CC2N1c1cccc(OC)c1 (centres undefined)
#23 O=C1CC(N2CCC(c3nc4ccccc4o3)CC2)C(=O)N1Cc1cccs1 (centres undefined)
#24 CN(C)CC(O)COc1cc2ccccc2cc1C(=O)N1CCCCC1 (centres undefined)
#25 COc1cc(N)c(Cl)cc1NC(=O)c1ccccc1
#26 CCCN1C(=O)c2ccc(C(=O)NCc3ccco3)cc2C1=O
#27 CSc1nc(C)cc(NC(N)=O)n1
#28 Cn1c(=O)c2c(nc(NCCO)n2CCc2ccccc2)n(C)c1=O
#29 O=C(NC12CC3CC(CC(C3)C1)C2)N1CCC(O)CC1
#30 CCOc1cc(-c2noc(CCCC(N)=O)n2)cc(Br)c1OC
screen / no.	21	22	23	24	25	26	27	28	29	30
HTR1E antagonist	-8	3	-8	8	-5	18	-7	-6	-4	-4
S1P3 agonist	-3.5	0.1	-0.2	0.0	-1.6	-0.9	0.2	-1.6	1.8	0.4
HTR1E agonist	0.0	-1.0	0.2	-0.8	1.3	-0.3	0.0	0.2	0.4	0.5
M1 agonist	0.62	-0.69	-0.035	-0.093	0.36	-1.2	-0.51	0.067	0.43	/
M1 antagonist	-0.47	-1.1	0.25	-0.027	-0.13	-0.42	1.1	-0.017	-0.017	/
HEK293 NFkB inh	/	14	24	13	15	3	13	19	10	-6
Jurkat viability	/	-2	0	7	29	1	-5	32*	-8	-6
Her2 expr inh	106	104	116	96	/	119	99	100	92	78
S1P1 ag pot	15	-18	-24	-1	0	-21	-23	7	-4	-30

#31 CCn1c(=O)c(=O)n(CC)c2cc(S(=O)(=O)Nc3cccc(OC)c3)ccc21
#32 COc1ccc(C(=O)Nc2cccc(C(=O)N3CCN(C)CC3)c2)cc1
#33 Cc1nc2c(c(C)nn2-c2ccccc2)c(C)c1Cl
#34 Cc1ccc2c(c1)nnn2C1CCN(S(=O)(=O)c2cccc(S(=O)(=O)N(C)C)c2)CC1
#35 CCOC(=O)c1ccc(NC(=O)C2CC2)cc1
#36 O=C(COc1ccc(Cl)cc1)N1CCN(c2ncccn2)CC1
#37 CCCCCCNS(=O)(=O)c1nc2nc(C)cc(C)n2n1
#38 NS(=O)(=O)c1ccc(NC(=O)CCC2CCCCC2)cc1
#39 COc1ccc(NC(C)=O)cc1NC(=O)CSc1nnc(-c2ccccn2)n1C
#40 O=C(CCN1C(=O)c2ccccc2C1=O)Nn1cnnc1
screen / no.	31	32	33	34	35	36	37	38	39	40
HTR1E antagonist	10	-8	-4	4	2	-10	-5	-9	3	12
S1P3 agonist	0.1	-0.2	0.0	-0.2	-1.4	-0.4	-0.3	-0.3	-0.4	0.8
HTR1E agonist	0.5	-0.2	-0.2	0.0	0.7	-0.3	1.1	0.2	-0.3	0.2
M1 agonist	-0.4	-0.29	-0.55	4.9*	-0.46	0.1	-0.049	0.026	-0.011	-0.051
M1 antagonist	0.48	-0.89	-0.18	-1.3	0.95	0.0038	0.038	-0.65	-0.43	-0.42
HEK293 NFkB inh	6	4	6	8	1	8	10	8	-6	9
Jurkat viability	1	-1	2	6	2	2	0	1	-2	-2
Her2 expr inh	123	130	109	80	109	85	87	117	171	107
S1P1 ag pot	6	-14	-24	43	-16	-5	2	3	-8	10

#41 CCCC(=O)N1CCN(c2ccc(C(=O)c3ccc(OC)c(Br)c3)cc2F)CC1
#42 O=C(c1ccc(CS(=O)(=O)c2ccccc2)o1)N1CCN(c2ncccn2)CC1
#43 COc1ccc(OC)c(C(C(=O)NCc2ccco2)N(C(=O)Cn2nnc3ccccc32)C2CC2)c1 (centres undefined)
#44 CCCCNC1=C(Br)C(=O)CC(C)(C)C1
#45 CCC(C)Oc1cccc(C(=O)Nc2ccccc2N2CCOCC2)c1 (centres undefined)
#46 Cc1cccc(N2C(=O)CC(Sc3nc(C)c4c(n3)CCCC4)C2=O)c1 (centres undefined)
#47 Cc1ccc(OC(=O)c2ccc(C)c(C)c2)cn1
#48 COc1ccc(NC(=O)c2ccc(CN3CCN(c4ccccc4)CC3)cc2)cc1OC
#49 CC1CCN(C(=O)CNC(=O)Cn2ccc3ccccc3c2=O)CC1
#50 O=S(=O)(NCc1ccccc1)c1cnc[nH]1
screen / no.	41	42	43	44	45	46	47	48	49	50
HTR1E antagonist	-13	1	-10	1	2	1	-11	-4	1	-70
S1P3 agonist	-0.8	-0.1	-0.8	-4.5	-0.6	-0.1	-0.9	-1.8	-0.4	-0.9
HTR1E agonist	0.5	1.0	-0.6	-0.6	0.9	0.9	0.4	-0.6	-0.2	-0.3
M1 agonist	-0.73	-1.8	0.15	-0.093	0.049	0.38	0.02	-0.57	-0.6	0.74
M1 antagonist	0.095	0.095	-0.71	-0.034	-0.24	-0.01	-0.83	-2.7*	-0.12	1.4
HEK293 NFkB inh	8	19	0	/	3	12	0	5	-7	3
Jurkat viability	0	3	10	/	-2	-1	2	18	-1	5
Her2 expr inh	90	96	103	82	76	69	95	87	89	90
S1P1 ag pot	-12	-15	0	-15	/	-17	4	32	-1	-10

By substructure: those above containing bromine
#30 CCOc1cc(-c2noc(CCCC(N)=O)n2)cc(Br)c1OC
#41 CCCC(=O)N1CCN(c2ccc(C(=O)c3ccc(OC)c(Br)c3)cc2F)CC1
#44 CCCCNC1=C(Br)C(=O)CC(C)(C)C1
screen / no.	30	41	44
HTR1E antagonist	-4	-13	1
S1P3 agonist	0.4	-0.8	-4.5
HTR1E agonist	0.5	0.5	-0.6
M1 agonist	/	-0.73	-0.093
M1 antagonist	/	0.095	-0.034
HEK293 NFkB inh	-6	8	/
Jurkat viability	-6	0	/
Her2 expr inh	78	90	82
S1P1 ag pot	-30	-12	-15

Continued:
#51 Brc1ccc(Nc2c3c(nc4ncnn24)CCC3)cc1
#52 O=C(Nc1ccc(Oc2ccc(NC(=O)C3CCCO3)cc2)cc1)C1CCCO1 (centres undefined)
#53 O=C(O)C(c1ccccc1)N1CCCC1 (centres undefined)
#54 COC(=O)c1cn(NC(=O)CC2CCCCC2)c(=O)c2ccccc12
#55 O=C(c1ccc(Cl)cc1)c1ccc(OCC(=O)N2CCOCC2)cc1
#56 COc1ccc(Cl)cc1NC(=O)COc1cccc(-n2cnnn2)c1
#57 COc1ccc(C(=O)NC(=O)Nc2cc(C)ccn2)cc1
#58 Cc1c(NC(=O)C(C)OC(=O)COc2cccc3c2OC(C)(C)C3)c(=O)n(-c2ccccc2)n1C (centres undefined)
#59 CCCCCC(=O)Nc1ccc2oc(-c3ccncc3)nc2c1
#60 CCc1nc2oc3ccccc3c(=O)c2c(=O)n1-c1ccccc1
screen / no.	51	52	53	54	55	56	57	58	59	60
HTR1E antagonist	-15	4	3	-2	10	-3	12	4	4	1
S1P3 agonist	/	-0.5	/	/	-0.7	0.9	-0.6	0.6	0.2	-0.7
HTR1E agonist	-0.9	-0.2	-1.0	1.0	0.3	35*	-0.7	0.4	-0.5	0.3
M1 agonist	0.74	-0.41	0.53	-0.75	-1.5	-0.25	0.14	-0.055	-0.061	-0.19
M1 antagonist	0.67	-0.23	-0.21	0.043	-0.53	0.93	0.97	-2.2	0.44	0.034
HEK293 NFkB inh	22	13	9	13	13	12	59*	5	19	-10
Jurkat viability	/	4	/	/	6	7	1	-4	1	-1
Her2 expr inh	71	84	83	77	88	76	92	89	90	66
S1P1 ag pot	/	/	/	/	31	-13	-9	0	-10	-5
